UBC13 inh: inhibitors of human UBC13 polyubiquitin chain formation. inhibition, % at 20 µM. actives 0.47% (n = 330,000). P61088. TR-FRET; in the data active means inhibition above about 45%, passing the limit was not always enough
APJ ag: APJ receptor agonism; P35414; CHO-K1 APJ PathHunter beta-arrestin, luminescence; 0% DMSO wells, 100% apelin; activation, % at 20 µM; actives 0.11% (n = 330,000); AID 2520;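 active means activation more than six SD over the plate average, tested at 20 µM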;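 further: 0% = DMSO alone and 100% = apelin-13 at 10 nM; some results filed as inactive read as strong as hits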
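system = engineered CHO-K1 APJ arrestin reporter cells | input = 1000 cells per well | timing = overnight seeding, 90 min compound at 25 °C, 1 h detection | measured by = enzyme-fragment complementation luminescence | read-out = beta-arrestin recruitment to APJ as agonist activity, luminescent signal | control set = negative DMSO alone, positive Apelin-13 at 10 nM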
APJ antag: blocks the human apelin receptor APJ; P35414; CHO-K1 APJ beta-arrestin complementation, luminescence; inhibition, % at 20 µM; actives 0.32% (n = 330,000);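 active means inhibition above about 40% at 20 µM, limit read from the data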;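 further: cells challenged with 10 nM apelin-13 agonist together with compound; plate controls were apelin-13 plus DMSO wells for no effect and DMSO wells lacking apelin-13 for full effect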
CCR6 antagonist: antagonists of human CCR6 receptor; CHO-K1 CCR6 PathHunter beta-arrestin, luminescence, CCL20-stimulated; inhibition, % at 20 µM; actives 0.49% (n = 340,000);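 active means compounds whose inhibition of the agonist-driven luminescence signal at 20 µM reaches about 50%, limit read from the data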;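 further: cells stimulated with CCL20 at 14 nM final; plate controls were DMSO with CCL20 for no effect and DMSO without agonist for full effect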
Target sequence (P51684 whole entry, looked up): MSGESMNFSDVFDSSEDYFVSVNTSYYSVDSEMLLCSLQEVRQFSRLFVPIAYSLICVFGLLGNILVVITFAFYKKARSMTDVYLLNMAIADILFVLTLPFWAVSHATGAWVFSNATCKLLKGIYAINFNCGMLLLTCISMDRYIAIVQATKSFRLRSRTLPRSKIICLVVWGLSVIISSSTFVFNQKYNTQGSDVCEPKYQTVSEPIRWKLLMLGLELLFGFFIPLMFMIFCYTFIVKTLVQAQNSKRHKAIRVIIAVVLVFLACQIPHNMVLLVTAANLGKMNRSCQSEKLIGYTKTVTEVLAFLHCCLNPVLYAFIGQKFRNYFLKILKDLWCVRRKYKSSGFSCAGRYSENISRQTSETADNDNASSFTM
Gli-Sufu antag: blocks Gli-Sufu signaling in a luciferase reporter | Sufu-KO-LIGHT fibroblasts, Gli luciferase reporter luminescence | inhibition, % at 5 µM | actives 0.74% (n = 340,000);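 active means inhibition above about 55%, limit read from the data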;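 further: 0% = DMSO-treated cells and 100% = wells with medium but no cells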
EBI2 block: antagonists of human EBI2 receptor; EBI2 beta-arrestin recruitment, luminescence, 7a,25-OHC stimulated; inhibition, % at 5 µM; actives 0.81% (n = 360,000); P32249; in the data active means inhibition above about 38%;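 further: enzyme fragment complementation signal reports receptor beta-arrestin coupling in cells; 0% = agonist plus DMSO wells and 100% = wells without agonist; some results beyond the cut were filed as inactive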
CXCR6 inh: CXCR6 (human) receptor inhibition | O00574 | CHO-K1 PathHunter CXCR6 beta-arrestin, luminescence | inhibition, % at 20 µM | actives 0.36% (n = 360,000) | AID 602244; in the data active means inhibition above about 34%, passing the limit was not always enough;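 further: antagonist mode with CXCL16 agonist at 10 nM final; 0% = 10 nM CXCL16 with DMSO and 100% = unstimulated wells without agonist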
Target sequence (O00574 whole entry, looked up): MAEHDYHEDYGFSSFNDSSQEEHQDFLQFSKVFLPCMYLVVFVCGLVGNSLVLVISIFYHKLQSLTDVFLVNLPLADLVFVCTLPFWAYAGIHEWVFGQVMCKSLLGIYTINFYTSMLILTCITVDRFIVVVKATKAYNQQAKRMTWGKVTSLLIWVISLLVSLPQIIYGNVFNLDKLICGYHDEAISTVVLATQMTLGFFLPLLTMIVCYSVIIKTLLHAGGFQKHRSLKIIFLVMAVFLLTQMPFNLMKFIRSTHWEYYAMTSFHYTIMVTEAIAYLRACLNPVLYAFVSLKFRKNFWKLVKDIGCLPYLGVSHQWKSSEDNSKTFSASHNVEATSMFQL
ATG4B inhibitor: ATG4B (human) cysteine protease inhibition; ATG4B cleavage of LC3-PLA2, NBD-HPC fluorescence, 1 h; Q9Y4P1; actives 0.51% (n = 340,000); inhibition, % at 8.33 µM; in the data active means inhibition above about 40%
Target sequence (Q9Y4P1 whole entry, looked up): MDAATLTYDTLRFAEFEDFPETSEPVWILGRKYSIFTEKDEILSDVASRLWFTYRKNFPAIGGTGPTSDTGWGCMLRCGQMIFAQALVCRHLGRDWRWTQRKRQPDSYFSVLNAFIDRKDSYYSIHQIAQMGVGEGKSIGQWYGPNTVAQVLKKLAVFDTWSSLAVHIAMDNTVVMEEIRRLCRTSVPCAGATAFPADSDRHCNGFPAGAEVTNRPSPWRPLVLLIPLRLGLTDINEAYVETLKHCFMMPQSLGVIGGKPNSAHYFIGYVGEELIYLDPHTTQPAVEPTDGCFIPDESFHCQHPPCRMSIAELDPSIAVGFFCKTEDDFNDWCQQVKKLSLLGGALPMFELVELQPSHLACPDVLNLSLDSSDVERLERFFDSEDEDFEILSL
* hit, by the source's call.

What do the screens show for `COc1ccc(C(=O)c2cnc(/N=C/N(C)C)s2)cc1`?
UBC13 inh: -21; APJ ag: 0; APJ antag: 9; CCR6 antagonist: 4; Gli-Sufu antag: -14; EBI2 block: -6; CXCR6 inh: 1; ATG4B inhibitor: 1

How did CC(=O)Nc1ccc(NC(=O)c2c(-c3ccccc3)noc2C)cn1 do in these assays?
UBC13 inh: -16; APJ ag: 17; APJ antag: -37; CCR6 antagonist: 0; EBI2 block: -10; CXCR6 inh: 1; ATG4B inhibitor: -4

How did Cc1nc2sccn2c(=O)c1CCN1CCC(=C(c2ccc(F)cc2)c2ccc(F)cc2)CC1 do in these assays?
UBC13 inh: 45*; APJ ag: -3; APJ antag: 10; CCR6 antagonist: -1; Gli-Sufu antag: 17; EBI2 block: 14; CXCR6 inh: 11; ATG4B inhibitor: -1

How did C=C1c2ccccc2NC(=O)N1c1ccc(OC)cc1 do in these assays?
UBC13 inh: 3; APJ ag: -3; APJ antag: 2; CCR6 antagonist: 8; Gli-Sufu antag: -6; EBI2 block: -4; CXCR6 inh: -1; ATG4B inhibitor: -2

Results for C=CCNc1nc(C(=O)OCC(=O)Nc2ccc(S(N)(=O)=O)cc2)cs1 ?
UBC13 inh: -5; APJ ag: 7; APJ antag: -17; CCR6 antagonist: 10; Gli-Sufu antag: -11; EBI2 block: -9; CXCR6 inh: 4; ATG4B inhibitor: 0

Results for COc1ccc(CC(=O)NC(C)c2nnc(SCCC(=O)Nc3ccccc3)n2C)cc1 (stereo unspecified) ?
UBC13 inh: -2; APJ ag: -1; APJ antag: -7; CCR6 antagonist: 2; Gli-Sufu antag: 0; EBI2 block: -4; CXCR6 inh: -1; ATG4B inhibitor: 5

How did COc1cc2c(cc1OC)C(COc1ccc(C(C)C)cc1)NCC2 (stereo unspecified) do in these assays?
UBC13 inh: 3; APJ ag: -4; APJ antag: -15; CCR6 antagonist: 18; Gli-Sufu antag: 24; EBI2 block: 9; CXCR6 inh: 1; ATG4B inhibitor: -8

Results for COc1ccc(N=C2C(=Nc3ccc(OC)cc3)N(c3ccccc3)C(=S)N2C(=O)c2ccc(Cl)cc2)cc1 ?
UBC13 inh: -43; APJ ag: -3; APJ antag: 4; CCR6 antagonist: 9; Gli-Sufu antag: -111; EBI2 block: 10; CXCR6 inh: 12; ATG4B inhibitor: -5

What do the screens show for `COc1ccc(/C=N/NC(=O)c2cc(-c3ccc(C)cc3C)nc3ccccc23)cc1COC(C)=O`?
UBC13 inh: 0; APJ ag: -3; APJ antag: 11; CCR6 antagonist: 14; Gli-Sufu antag: -1; EBI2 block: 11; CXCR6 inh: 1; ATG4B inhibitor: -3

Results for O=C1OCCN1S(=O)(=O)Nc1ccccc1 ?
UBC13 inh: 2; APJ ag: 1; APJ antag: 15; CCR6 antagonist: -1; Gli-Sufu antag: -3; EBI2 block: 1; CXCR6 inh: 2; ATG4B inhibitor: 3

How did CN(C(=O)COc1ccccc1)C1CCS(=O)(=O)C1 (stereo unspecified) do in these assays?
UBC13 inh: -5; APJ ag: 0; APJ antag: -5; CCR6 antagonist: -6; Gli-Sufu antag: -5; EBI2 block: -5; CXCR6 inh: 4; ATG4B inhibitor: 4

How did Cc1ccccc1C(=O)N1CCN(c2ccc(NC(=O)CSc3ccc(Cl)cc3)cc2)CC1 do in these assays?
UBC13 inh: -10; APJ ag: 2; APJ antag: -43; CCR6 antagonist: -5; Gli-Sufu antag: -3; EBI2 block: 36; CXCR6 inh: -12; ATG4B inhibitor: -15

Results for O=Cc1c(C(=O)O)n(CC(=O)O)c2ccccc12 ?
UBC13 inh: 8; APJ ag: -3; APJ antag: -4; CCR6 antagonist: -13; Gli-Sufu antag: -4; EBI2 block: -2; CXCR6 inh: -3; ATG4B inhibitor: 5

How did COCCN(C(=O)CSCc1ccccc1)c1c(N)n(Cc2ccccc2)c(=O)[nH]c1=O do in these assays?
UBC13 inh: 0; APJ ag: 3; APJ antag: -9; CCR6 antagonist: -15; Gli-Sufu antag: 5; EBI2 block: 1; CXCR6 inh: -4; ATG4B inhibitor: -7

What do the screens show for `COc1cc(NC(=O)c2cc(Br)cc(C)c2OC)ccc1NC(=O)C(C)C`?
UBC13 inh: 4; APJ ag: -3; APJ antag: 13; CCR6 antagonist: 20; Gli-Sufu antag: 1; EBI2 block: 3; CXCR6 inh: -1; ATG4B inhibitor: -8

What do the screens show for `CC(=O)c1sc(-c2ccccc2)nc1C`?
UBC13 inh: -6; APJ ag: -2; APJ antag: -4; CCR6 antagonist: 19; Gli-Sufu antag: -16; EBI2 block: 6; CXCR6 inh: 12; ATG4B inhibitor: 1

What do the screens show for `O=C(NCCc1ccc(Cl)cc1)c1cc(-c2ccncc2)nc2ccccc12`?
UBC13 inh: 2; APJ ag: 1; APJ antag: 6; CCR6 antagonist: 4; Gli-Sufu antag: 2; EBI2 block: 12; CXCR6 inh: 9; ATG4B inhibitor: -7

Results for CCCCN(C(=O)CC(c1ccccc1)c1ccccc1)c1c(N)n(CCC)c(=O)[nH]c1=O ?
UBC13 inh: -5; APJ ag: -3; APJ antag: 17; CCR6 antagonist: -1; Gli-Sufu antag: 4; EBI2 block: -4; CXCR6 inh: 0; ATG4B inhibitor: -1

How did C/C(CC(=O)Nc1ccc(C)c(Cl)c1)=N\NC(=O)Cc1cccs1 do in these assays?
UBC13 inh: 8; APJ ag: 0; APJ antag: 1; CCR6 antagonist: 14; Gli-Sufu antag: -1; EBI2 block: 0; CXCR6 inh: 9; ATG4B inhibitor: 3

What do the screens show for `O=C(O)CCNc1nc(C(F)(F)F)nc2ccccc12`?
UBC13 inh: -9; APJ ag: -4; APJ antag: 0; CCR6 antagonist: 5; Gli-Sufu antag: -4; EBI2 block: 7; CXCR6 inh: -2; ATG4B inhibitor: -2

Overlap with the part before: 2 compounds, then new ones.
How did C/C(CC(=O)Nc1ccc(C)c(Cl)c1)=N\NC(=O)Cc1cccs1 do in these assays?
UBC13 inh: 8; APJ ag: 0; APJ antag: 1; CCR6 antagonist: 14; Gli-Sufu antag: -1; EBI2 block: 0; CXCR6 inh: 9; ATG4B inhibitor: 3

What do the screens show for `O=C(O)CCNc1nc(C(F)(F)F)nc2ccccc12`?
UBC13 inh: -9; APJ ag: -4; APJ antag: 0; CCR6 antagonist: 5; Gli-Sufu antag: -4; EBI2 block: 7; CXCR6 inh: -2; ATG4B inhibitor: -2

How did CNS(=O)(=O)c1cnccc1N1CCN(C)CC1 do in these assays?
UBC13 inh: -3; APJ ag: -1; APJ antag: -9; CCR6 antagonist: 5; Gli-Sufu antag: -2; EBI2 block: -4; CXCR6 inh: -11; ATG4B inhibitor: -2

Results for Oc1ccc(C(c2nnnn2C2CCCC2)N2CCc3ccccc3C2)cc1 (stereo unspecified) ?
UBC13 inh: -2; APJ ag: -1; APJ antag: 7; CCR6 antagonist: -6; Gli-Sufu antag: 1; EBI2 block: 8; CXCR6 inh: 2; ATG4B inhibitor: -10

What do the screens show for `CC(C)OCc1ccc(C(=O)N2CCN(CC(=O)N3CCCC3)CC2)cc1`?
UBC13 inh: -1; APJ ag: -2; APJ antag: -16; CCR6 antagonist: -19; Gli-Sufu antag: 17; EBI2 block: -5; CXCR6 inh: 12; ATG4B inhibitor: -1

How did COc1ccc2c(CC(=O)OCC(=O)c3ccccc3OC)coc2c1 do in these assays?
UBC13 inh: -1; APJ ag: -6; APJ antag: 13; CCR6 antagonist: 22; Gli-Sufu antag: 4; EBI2 block: -3; CXCR6 inh: -4; ATG4B inhibitor: 19

Results for COc1cccc(C(=O)C2CCCN(C(=O)c3ccccc3Cl)C2)c1 (stereo unspecified) ?
UBC13 inh: -2; APJ ag: -3; APJ antag: 12; CCR6 antagonist: 9; Gli-Sufu antag: 33; EBI2 block: -4; CXCR6 inh: -6; ATG4B inhibitor: 27

What do the screens show for `COc1cc(C#N)ccc1OCC(=O)Nc1cccc(S(=O)(=O)N2CCCC2)c1`?
UBC13 inh: -8; APJ ag: -4; APJ antag: -8; CCR6 antagonist: 8; Gli-Sufu antag: 7; EBI2 block: 5; CXCR6 inh: -3; ATG4B inhibitor: -10

Results for Cc1ccc(NCc2ccccc2F)cc1 ?
UBC13 inh: 0; APJ ag: 0; APJ antag: 7; CCR6 antagonist: 6; Gli-Sufu antag: -13; EBI2 block: -1; CXCR6 inh: -9; ATG4B inhibitor: -2

How did CCOC(=O)CN(c1ccccc1C)S(=O)(=O)c1ccc(Cl)cc1 do in these assays?
UBC13 inh: 1; APJ ag: -8; APJ antag: -17; CCR6 antagonist: 21; Gli-Sufu antag: 27; EBI2 block: -4; CXCR6 inh: 2; ATG4B inhibitor: 0

What do the screens show for `COc1cccc(-c2cc(C(=O)Nc3c(C)nn(Cc4ccccc4)c3C)no2)c1`?
UBC13 inh: -2; APJ ag: -1; APJ antag: -8; CCR6 antagonist: 18; Gli-Sufu antag: 5; EBI2 block: 2; CXCR6 inh: 4; ATG4B inhibitor: 2

What do the screens show for `O=C(Nc1ccc(-c2n[nH]c(=S)o2)cc1)c1ccccc1Cl`?
UBC13 inh: 9; APJ ag: -3; APJ antag: 13; CCR6 antagonist: 6; Gli-Sufu antag: -7; EBI2 block: -13; CXCR6 inh: -6; ATG4B inhibitor: 3

How did Cc1onc(-c2ccc(Cl)cc2Cl)c1-c1csc(COc2ccccc2)n1 do in these assays?
UBC13 inh: 2; APJ ag: -3; APJ antag: 11; CCR6 antagonist: 12; Gli-Sufu antag: -3; EBI2 block: 2; CXCR6 inh: 6; ATG4B inhibitor: 0

Results for Cc1cc(N2CCOCC2)n2nc(C(F)(F)F)c(-c3ccccc3)c2n1 ?
CCR6 antagonist: 10; Gli-Sufu antag: 6; EBI2 block: 5; CXCR6 inh: -11; ATG4B inhibitor: -4

What do the screens show for `CCN(CC(=O)Nc1ccc(N2CCOCC2)cc1)C(=O)Cc1ccccc1`?
UBC13 inh: -18; APJ ag: -3; APJ antag: 8; CCR6 antagonist: 3; Gli-Sufu antag: -5; EBI2 block: -3; CXCR6 inh: -5; ATG4B inhibitor: -6

Results for COc1ccc(NC(=O)C2CCOC2=O)cc1 (stereo unspecified) ?
UBC13 inh: -4; APJ ag: 0; APJ antag: -21; CCR6 antagonist: 7; Gli-Sufu antag: -1; EBI2 block: -16; CXCR6 inh: -8; ATG4B inhibitor: -5

What do the screens show for `COc1ccc(/C=C/c2ccncc2)cc1`?
UBC13 inh: -5; APJ ag: 17; APJ antag: 0; CCR6 antagonist: 20; Gli-Sufu antag: -33; EBI2 block: 0; CXCR6 inh: -5; ATG4B inhibitor: -4

What do the screens show for `CCOc1ccc(S(=O)(=O)N(CC)CC(=O)N2CCCC2)cc1`?
UBC13 inh: -4; APJ ag: -2; APJ antag: -16; CCR6 antagonist: -7; Gli-Sufu antag: -4; EBI2 block: 0; CXCR6 inh: -4; ATG4B inhibitor: 9

Results for Cc1ccc2c(Cl)c(C)c(N3CCOCC3)nc2n1 ?
CCR6 antagonist: 0; Gli-Sufu antag: -24; EBI2 block: 3; CXCR6 inh: -4; ATG4B inhibitor: 6

How did COc1cccc(Cn2cnc3c(NS(=O)(=O)c4ccc(Cl)cc4)c(C)c(C)cc32)c1 do in these assays?
UBC13 inh: 0; APJ ag: 5; APJ antag: 10; CCR6 antagonist: -3; Gli-Sufu antag: 11; EBI2 block: -21; CXCR6 inh: -9; ATG4B inhibitor: -10

What do the screens show for `CC1(c2ccccc2)NC(=O)N(CC(=O)NNC(=O)c2ccccc2)C1=O` (stereo unspecified)?
UBC13 inh: 6; APJ ag: -1; APJ antag: 3; CCR6 antagonist: 5; Gli-Sufu antag: 0; EBI2 block: -15; CXCR6 inh: -2; ATG4B inhibitor: 6

How did Nc1ccc2cccc(O)c2c1 do in these assays?
CCR6 antagonist: -2; Gli-Sufu antag: 5; EBI2 block: -22; CXCR6 inh: -1; ATG4B inhibitor: -3

What do the screens show for `Cc1ccc(NC(=S)N(Cc2ccco2)C(C)c2cccs2)cc1` (stereo unspecified)?
UBC13 inh: 7; APJ ag: 1; APJ antag: 19; CCR6 antagonist: 7; Gli-Sufu antag: 3; EBI2 block: 6; CXCR6 inh: -5; ATG4B inhibitor: -3

From PubChem BioAssay
